# Screening data deposited in PubChem by several laboratories.
# GDH-TPI inh: counter-screen for M. tuberculosis FBA inhibitors: GDH-TPI coupled enzymes; inhibition, % at 4.8 µM; actives 1.2% (n = 360,000); AID 588335; GDH-TPI coupled enzyme counterscreen, NADH absorbance; in the data active = inhibition above about 30%;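 note: 0% = DMSO wells and 100% = wells lacking the enzyme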
# Mtb BioA inh: BioA (M. tuberculosis) enzyme inhibition. purified M. tuberculosis BioA enzyme, plate reader. inhibition, % at 9.99 µM. actives 0.096% (n = 360,000). AID 602481; in the data active = inhibition above about 40%; inconclusive = no clear call, values can overlap the other calls
# BoNT F protease: blocks Botulinum neurotoxin F light chain protease. actives 0.22% (n = 360,000). inhibition, % at 10 µM. Multiplex microsphere protease cleavage assay, flow cytometry. AID 588497; in the data active = inhibition above about 35%, passing the limit was not always enough; inconclusive = no clear call, values can overlap the other calls; note: plate controls were buffer without enzyme for full effect and enzyme alone for no effect
# FadD28 binding: M. tuberculosis FadD28 bisubstrate binding inhibition. FadD28 bisubstrate probe binding, fluorescence polarization. inhibition, % at 12.5 µM. actives 0.22% (n = 360,000). AID 588549; in the data active = inhibition above about 8.5%, passing the limit was not always enough; inconclusive = no clear call, values can overlap the other calls
# MazEF act: increases E. coli MazEF RNase cleavage of RNA | P0AE70 | FAM/BHQ RNA-DNA oligo cleavage fluorescence, 5 h | activation, % at 20 µM | actives 0.32% (n = 350,000); in the data active = activation above about 50%
# Target sequence (P0AE70 whole entry, looked up): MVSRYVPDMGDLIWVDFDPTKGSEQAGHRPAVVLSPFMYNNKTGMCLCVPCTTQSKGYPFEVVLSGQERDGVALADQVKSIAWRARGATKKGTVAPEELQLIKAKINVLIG
# FBA Mtb inh: inhibitors of M. tuberculosis fructose-bisphosphate aldolase | purified M. tuberculosis FBA, fluorescence read-out | inhibition, % at 1 µM | actives 2.3% (n = 360,000) | AID 588726; in the data active = inhibition above about 27%;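 note: 0% = vehicle and 100% = reference inhibitor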
# Target sequence (P9WQA3 whole entry, looked up): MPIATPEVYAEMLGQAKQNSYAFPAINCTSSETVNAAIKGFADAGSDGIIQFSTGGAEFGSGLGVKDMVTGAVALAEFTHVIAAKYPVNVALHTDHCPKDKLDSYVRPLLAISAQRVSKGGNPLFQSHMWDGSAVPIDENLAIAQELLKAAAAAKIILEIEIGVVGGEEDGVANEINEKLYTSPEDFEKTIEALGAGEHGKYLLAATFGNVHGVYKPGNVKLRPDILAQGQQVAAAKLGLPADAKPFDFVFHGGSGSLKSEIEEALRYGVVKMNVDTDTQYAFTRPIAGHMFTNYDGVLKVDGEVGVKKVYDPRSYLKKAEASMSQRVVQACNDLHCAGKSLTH
# PrPC TRFRET: cell surface PrPC inhibition, primary TR-FRET screen. TR-FRET read-out. inhibition, % at 13.8 µM. actives 0.43% (n = 370,000). P04156. AID 720596; in the data active = inhibition above about 24%; note: 0% = median of the test wells and 100% = reference compound wells
# Rv3671c inh: inhibitors of M. tuberculosis serine protease Rv3671c. inhibition, % at 5.96 µM. actives 0.048% (n = 320,000); in the data active = inhibition above about 38%;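 note: extracellular domain of Rv3671c used as enzyme; 0% = enzyme with DMSO and 100% = no enzyme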
# Target sequence (P9WHR9 whole entry, looked up, the tested form may be a part): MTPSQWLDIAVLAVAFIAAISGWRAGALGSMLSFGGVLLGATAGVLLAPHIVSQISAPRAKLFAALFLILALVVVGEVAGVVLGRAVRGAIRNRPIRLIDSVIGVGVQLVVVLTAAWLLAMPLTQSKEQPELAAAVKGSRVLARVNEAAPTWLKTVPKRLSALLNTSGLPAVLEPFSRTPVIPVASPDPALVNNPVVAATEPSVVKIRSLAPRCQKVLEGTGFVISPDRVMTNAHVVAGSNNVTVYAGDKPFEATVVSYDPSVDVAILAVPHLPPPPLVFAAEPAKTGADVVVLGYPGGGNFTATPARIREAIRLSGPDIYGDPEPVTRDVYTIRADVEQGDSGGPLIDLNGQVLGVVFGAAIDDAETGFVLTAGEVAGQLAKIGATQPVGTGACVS
# UGM FP inh: Mtb UDP-galactopyranose mutase inhibition | AID 504406 | inhibition, % at 10 µM | actives 0.06% (n = 320,000) | purified UGM, fluorescence polarization probe displacement | P9WIQ1; in the data active = inhibition above about 10%, passing the limit was not always enough; inconclusive = no clear call, values can overlap the other calls
# Active calls of the source: *; ? = inconclusive; . = not tested or not shown; & = joins results of further samples.
# Every second line gives: GDH-TPI inh	PrPC TRFRET	FBA Mtb inh	Mtb BioA inh	BoNT F protease	Rv3671c inh	UGM FP inh	FadD28 binding	MazEF act
CN(Cc1ccc(OC(F)F)cc1)C(=O)c1ccc2c(=O)n3c(nc2c1)CCC3
→ 3	-9	1	-1.5	8	5	0.1	-4.1	-11
COc1cc(C2NC(=O)NC(C)=C2C(=O)OC(C)C)ccc1OC(=O)c1ccco1 (stereo not given)
→ 3	-4	-3	0.4	2	-3	1.9	0.2	3
Cc1nc2ccccn2c1C(=O)C(=O)Nc1cc(F)ccc1F
→ 12	2	0	.	-1	1	0.9	0.8	11
CCCc1cc(=O)[nH]c(SCC(=O)N2CC3(C)CC2CC(C)(C)C3)n1 (stereo not given)
→ 4	3	-1	-0.1	-17	7	1.3	-3.7	0
O=C(NC1CCN(Cc2ccccc2)CC1)C1CCCN(S(=O)(=O)c2cccc3nonc23)C1 (stereo not given)
→ 2	-35	0	-2.4	?	-5	-2.9	-2.8	-3
O=C(/C=C/c1ccc(Cl)cc1Cl)NCc1ccncc1
→ 15	2	3	-0.6	-6	1	1.3	-1.7	-2
COC(=O)CNC(=O)c1ccc(OC2CCN(C(=O)C3CC3)CC2)cc1
→ 10	4	1	-1.9	-6	-1	1.3	0.8	0
O=C(O)c1cccc(S(=O)(=O)NNc2ccccc2C(F)(F)F)c1
→ -1	13	-1	0.2	2	-2	1.2	-6.5	5
CCOc1ccc(C(=O)CC(=O)C(=O)NCCc2ccc(OC)c(OC)c2)cc1
→ 17	-6	-2	-0.4	-13	-1	1.8	-0.6	-12
CCc1ccc(C(=O)Nc2ccc3c(c2)n(C)c(=O)n3C)cc1
→ 3	5	-1	1.9	24	0	0.3	0.6	8
COCCn1c(SCC(=O)NC2CCCC2)nnc1C(C)C
→ 0	-2	-3	-1.3	3	2	0.2	-3.2	12
Cc1ccc(-c2nnc(SCC(=O)N3CCCC3)o2)cc1C
→ 7	1	9	-2.7	-16	-1	0.3	2.8	-2
COc1ccc([C@@H]2Sc3cc(OC)ccc3N(CCN(C(C)C)C(C)C)C(=O)[C@H]2OC(C)=O)cc1
→ -8	-8	-1	0.7	5	-1	-2.6	-2.2	3
Cc1ccc(C2CC(=O)NC(SCC(N)=O)=C2C#N)s1 (stereo not given)
→ 7	5	-2	.	0	-5	2.4	-1.8	2
Cc1cc(-c2ccccc2)nc2oc(C(=O)NN)c(N)c12
→ 9	-13	39*	0.4	.	7	1.1	-1.7	12

# Some of the entries above, set out differently:
structure | GDH-TPI inh | PrPC TRFRET | FBA Mtb inh | Mtb BioA inh | BoNT F protease | Rv3671c inh | UGM FP inh | FadD28 binding | MazEF act
CN(Cc1ccc(OC(F)F)cc1)C(=O)c1ccc2c(=O)n3c(nc2c1)CCC3 | 3 | -9 | 1 | -1.5 | 8 | 5 | 0.1 | -4.1 | -11
COc1cc(C2NC(=O)NC(C)=C2C(=O)OC(C)C)ccc1OC(=O)c1ccco1 (stereo not given) | 3 | -4 | -3 | 0.4 | 2 | -3 | 1.9 | 0.2 | 3
Cc1nc2ccccn2c1C(=O)C(=O)Nc1cc(F)ccc1F | 12 | 2 | 0 | . | -1 | 1 | 0.9 | 0.8 | 11
CCCc1cc(=O)[nH]c(SCC(=O)N2CC3(C)CC2CC(C)(C)C3)n1 (stereo not given) | 4 | 3 | -1 | -0.1 | -17 | 7 | 1.3 | -3.7 | 0
O=C(NC1CCN(Cc2ccccc2)CC1)C1CCCN(S(=O)(=O)c2cccc3nonc23)C1 (stereo not given) | 2 | -35 | 0 | -2.4 | ? | -5 | -2.9 | -2.8 | -3
O=C(/C=C/c1ccc(Cl)cc1Cl)NCc1ccncc1 | 15 | 2 | 3 | -0.6 | -6 | 1 | 1.3 | -1.7 | -2
COC(=O)CNC(=O)c1ccc(OC2CCN(C(=O)C3CC3)CC2)cc1 | 10 | 4 | 1 | -1.9 | -6 | -1 | 1.3 | 0.8 | 0
O=C(O)c1cccc(S(=O)(=O)NNc2ccccc2C(F)(F)F)c1 | -1 | 13 | -1 | 0.2 | 2 | -2 | 1.2 | -6.5 | 5
CCOc1ccc(C(=O)CC(=O)C(=O)NCCc2ccc(OC)c(OC)c2)cc1 | 17 | -6 | -2 | -0.4 | -13 | -1 | 1.8 | -0.6 | -12
CCc1ccc(C(=O)Nc2ccc3c(c2)n(C)c(=O)n3C)cc1 | 3 | 5 | -1 | 1.9 | 24 | 0 | 0.3 | 0.6 | 8

# Next compounds.
# Every second line gives: GDH-TPI inh	PrPC TRFRET	FBA Mtb inh	Mtb BioA inh	BoNT F protease	Rv3671c inh	UGM FP inh	FadD28 binding	MazEF act
CCOC(=O)C1CCCN(C(=O)c2[nH]c3ccc(OC)cc3c2C)C1 (stereo not given)
→ 4	-3	11	-0.6	-6	6	-0.9	.	-5
CC1CCCCC1NC(=O)COc1ncnc2sccc12 (stereo not given)
→ 9	-3	2	-2.9	-1	5	.	.	5
O=C(COc1ccc2ccccc2c1)NNC(=O)Nc1ccccc1F
→ 1	-5	-2	-1.3	5	-3	-2.7	-1.9	-1
O=C1NC(=O)/C(=C/C(=O)N2CCOCC2)S1
→ 6	-4	-2	-0.6	-14	1	-1.5	-3.2	4
CC1=C(C(=O)OCC(C)C)C(c2ccccc2Cl)NC(=O)N1C (stereo not given)
→ 4	16	6	1.3	-3	-5	-1.3	1.1	-11
CCOc1cc2c(cc1OCC)-n1cccc1C(c1ccc(OC)c(O)c1)NC2 (stereo not given)
→ 4	-24	0	-0.6	-21	7	0.5	0.0	9
O=C(c1c(F)cccc1Cl)N(Cc1ccco1)C1CCS(=O)(=O)C1 (stereo not given)
→ 4	-6	-2	1.3	-8	.	.	-1.8	1
CC1(C)CC(=O)C2=C(C1)OC(N)=C(C#N)C2c1cccs1 (stereo not given)
→ -4	-3	-2	.	-1	1	0.5	-1.0	-9
CCOc1ccc(NS(=O)(=O)c2ccc(NC(=O)C3CCCO3)cc2)cc1 (stereo not given)
→ 6	7	0	1.6	-10	-8	-0.1	-3.3	0
CCOC(=O)c1nn(-c2sc(C(=O)OC)c(C)c2C(=O)OC)cc1O
→ 0	-3	-3	-2.0	5	-9	2.2	-1.0	9
O=C(CCCCn1c(=O)c2ccccc2n(Cc2ccc(F)cc2)c1=O)NCc1ccco1
→ 4	4	4	-0.4	-17	-11	-0.2	-0.1	7
CC(C)(C)c1nc(CN2CCOCC2)cc(CN2CCOCC2)c1O
→ 17	-3	-2	0.2	3	-5	1.1	0.7	-5
Cc1ccc(C)c(N2CC(C(=O)OCC(=O)Nc3cc(C)on3)CC2=O)c1 (stereo not given)
→ 2	3	6	0.7	0	1	-1.5	-0.4	-4
O=C(CC1SC(=NCc2ccccc2)NC1=O)Nc1ccccc1 (stereo not given)
→ 11	1	-1	-1.7	-1	-2	2.8	-1.5	-2
CCC(C)C(NC(=O)c1ccc(Cl)cc1)C(=O)O (stereo not given)
→ 1	2	0	-0.2	-4	13	0.9	-0.9	-4
COC(=O)c1c(NS(=O)(=O)c2cccs2)sc2c1CCCC2
→ 12	-3	0	-1.8	-7	4	-0.4	0.6	12
CCOC(=O)c1ccc(NC(=O)CSc2ccc(-c3ccccn3)nn2)cc1
→ -1	-3	1	0.3	-8	5	3.1	-1.1	-5
Cc1ccc(-c2nc(SC(C)C(=O)N3CCOCC3)n[nH]2)cc1 (stereo not given)
→ 3	-1	0	0.3	.	-9	4.4	-0.3	7
COC1=C(OC)C(=O)C(Sc2ccc3ccccc3c2)=CC1=O
→ 3	-5	-2	.	-4	.	.	-1.7	-6
Cc1c(CC(=O)NCCCC(=O)O)c(=O)oc2c(C)c3oc4c(c3cc12)CCCC4
→ 9	7	9	0.2	8	1	-2.1	-4.9	1
CCOC(=O)c1nc(C)sc1-c1ccnn1S(=O)(=O)c1cccc(Cl)c1
→ -5	0	1	.	-5	2	-0.7	-0.9	8
CCOc1cccc(-c2nnc3sc(COc4ccc(OC)cc4)nn23)c1
→ 0	-3	-3	-0.6	1	-2	-0.3	0.1	1
COc1ccc(CCC(=O)Nc2cccc(S(=O)(=O)N3CCCCCC3)c2)cc1
→ 2	14	-2	-1.3	9	.	.	1.6	-1
CCCCN(C)C(=S)Nc1ccsc1C(=O)OC
→ 0	4	2	.	-5	-11	4.9	-0.1	-2
COc1c(CC=C(C)C)c(O)cc2oc(=O)c3c4ccc(O)cc4oc3c12
→ 5	.	142*	-0.5	-4	-7	-0.9	2.3	2
Cc1ccc(C2(c3ccccc3)NC(=O)N(CC(=O)NC3CCCCC3)C2=O)cc1C (stereo not given)
→ 4	0	-1	0.2	8	.	.	-1.3	0
CCOC(=O)CSCC(NC(=O)OC(C)(C)C)C(=O)OCC (stereo not given)
→ 5	1	2	0.3	-7	7	2.1	-1.7	2
C[C@H]1CN([C@@H](C)CO)C(=O)CCCn2cc(nn2)CO[C@@H]1CN(C)C(=O)c1ccc(N2CCN(C)CC2)cc1
→ .	2	1	1.4&-1.2&-2.9	-2	.	.	-2.1	.
Cc1cc2nc(C)c(=O)n(C)c2cc1C
→ 13	-2	26	.	-3	-7	2.0	-1.9	5
COC(=O)C1=C(c2ccc(-c3ccccc3)c(F)c2)C[C@@H]2CC[C@H]1N2C(=O)NC1Cc2ccccc2C1
→ 8	-4	-1	-1.5	-6	-17	-0.7	-1.6	-1
Cn1cnc2ncnc(Oc3ccc(Br)cc3)c21
→ 0	12	1	6.1	-7	.	.	-1.0	4
COc1ccc(/C=C2\C(=O)NC(=O)c3ccccc32)cc1OC
→ 2	-10	1	.	-6	.	.	0.7	8
O=C(CCN1CCCCC1)c1cccc(Cl)c1
→ 3	6	1	.	0	.	.	-1.3	-9
COc1cccc2sc(Nc3nc(C)c(C(C)=O)s3)nc12
→ -3	2	3	1.3	-8	-2	-1.5	-2.7	-1
O=C(CCNS(=O)(=O)c1cccs1)N1CCN(c2ccc(F)cc2)CC1
→ -4	3	0	0.9	4	4	0.8	-3.2	3
CC1(C)CC(=O)C2=C(C1)NC(Nc1nc3ccccc3o1)=NC21CCCCC1
→ 9	-4	2	-1.6	-14	7	1.2	-2.8	-7
CCCCCCCCS(=O)CCC(=O)O (stereo not given)
→ -5	-2	2	.	-1	1	-0.3	-3.3	-7
Cc1cccc(N2CCN(c3ccc(N4C(=O)CCCC4=O)cc3[N+](=O)[O-])CC2C)c1 (stereo not given)
→ 2	-7	1	-0.7	-9	15	-0.9	1.7	13
Cc1ccc(-c2csc(Nc3ccc(S(N)(=O)=O)cc3)n2)o1
→ 4	4	-1	.	-5	2	0.2	-1.3	6
FC(F)(F)c1cccc(Cn2nnnc2-c2cccc(C(F)(F)F)c2)c1
→ 9	6	-3	5.6	-8	-4	-1.7	-8.1	-5
O=C(CCc1c[nH]c2ccccc12)N1CCN(c2ccc(F)cc2)CC1
→ -9	-7	-2	3.3	-7	-5	2.1	-3.7	6
CCc1ccc([C@@H]2CC=C(C(=O)O)[C@H](c3ccc(Br)cc3)N2S(=O)(=O)c2ccc(C)cc2)cc1
→ 5	-4	-3	6.3	-3	-5	0.3	-12	-18
Cc1ccnc(NC(=O)Nc2ccc3c(c2)N(C)C(=O)CS3)c1
→ -1	5	-3	20	5	-14	-2.0	-2.5	10
O=C(COC(=O)Cc1ccsc1)Nc1ccc(F)cc1Cl
→ 6	5	1	.	0	9	.	0.6	-6
CCOc1ccc(C2C(C#N)=C(N)Oc3cc(C)[nH]c(=O)c32)cc1OC (stereo not given)
→ 0	-11	2	-0.7	-4	3	0.0	-4.0	-5
COC(=O)c1ccc(C2C(Oc3ccccc3)C(=O)N2CCc2ccc(F)cc2)cc1 (stereo not given)
→ 8	-3	0	0.1	9	-1	-1.6	-1.3	-3
COc1ccc(NC(=O)CSc2nc3c(c(=O)n(C)c(=O)n3C)n2C)c(OC)c1
→ 5	13	1	-0.7	-13	-4	-2.7	-1.1	-37
NC(=O)Cc1nc(-c2ccc(F)cc2)cs1
→ -2	0	0	.	-31	-7	0.3	-1.0	-2
CN(C(=O)c1cccc(NC(=O)C2CCCN(C(=O)OC(C)(C)C)C2)c1)C1CCCC1 (stereo not given)
→ 2	3	0	1.5	-4	4	-3.0	-1.8	1
